CHRM5 antagonist – antagonists of human muscarinic M5 receptor (CHRM5). CHO-hM5 cells, Fluo-8 calcium fluorescence, ACh EC80. inhibition, % at 3 µM. 360,000 compounds, 0.59% hits;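 active means inhibition above a per-plate cutoff, the mean of that plate's test compounds plus 3 SD, cut at about 27% in these data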;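 further: 0% = acetylcholine EC80 with DMSO and 100% = DMSO without agonist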
Target sequence (P08912 whole entry, looked up): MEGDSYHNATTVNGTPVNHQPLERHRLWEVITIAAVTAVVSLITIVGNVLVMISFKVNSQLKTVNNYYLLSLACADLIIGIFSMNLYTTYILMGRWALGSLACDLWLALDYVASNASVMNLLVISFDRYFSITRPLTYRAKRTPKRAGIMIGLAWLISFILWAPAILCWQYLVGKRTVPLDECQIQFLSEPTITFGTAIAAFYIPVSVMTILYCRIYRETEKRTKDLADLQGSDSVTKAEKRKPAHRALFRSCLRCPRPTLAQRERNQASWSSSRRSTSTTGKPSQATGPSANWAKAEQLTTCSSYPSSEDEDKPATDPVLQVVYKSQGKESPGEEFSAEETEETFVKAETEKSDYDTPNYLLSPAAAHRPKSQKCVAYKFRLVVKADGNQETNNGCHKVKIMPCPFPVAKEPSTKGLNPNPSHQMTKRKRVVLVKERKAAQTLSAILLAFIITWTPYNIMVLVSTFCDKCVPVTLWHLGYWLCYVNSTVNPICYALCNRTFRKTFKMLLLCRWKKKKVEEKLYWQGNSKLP
CHRM4 antagonist – blocks acetylcholine activation of human M4 receptor. AID 624125. P08173. CHO-hM4 cells, ACh EC80, Fluo-8 calcium fluorescence. 360,000 compounds, 0.73% hits. inhibition, % at 3 µM;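 active means inhibition above its plate's cutoff, the mean inhibition of sample wells plus 3 SD, cut at about 27% in these data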;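 further: 0% = acetylcholine EC80 with DMSO and 100% = DMSO without agonist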
CRFBP-R2 agonist – CRF-BP/CRF-R2 complex agonism; HEK293 CRF-R2/CRF-BP, calcium dye fluorescence (FLIPR); percent of saturating CRF peptide response; 350,000 compounds, 0.46% hits; activation, % at 13.2 µM;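 active means activation of at least 50%, plus an integration ratio under a set limit after plate pattern correction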;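 further: plate controls were neutral control wells without compound for no effect and CRF at EC100 for full effect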
CHRM4 PAM – potentiates acetylcholine response at human M4 receptor | CHO-K1 hM4/Gqi5, Fluo-8 calcium fluorescence, ACh EC20; 0% = ACh EC20, 100% = maximal ACh | P08173 | 360,000 compounds, 0.4% hits | activation, % at 3 µM;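 active means activation above its plate's cutoff, the mean activation of sample wells plus 3 SD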; further: some results filed as inactive read as strong as hits
M5 PAM – positive allosteric modulators of human muscarinic M5 receptor | 360,000 compounds, 0.3% hits | AID 624038 | P08912 | activation, % at 3 µM | CHO-K1 hM5, Fluo-8 calcium, ACh EC20 PAM; 0% = ACh EC20, 100% = ACh EC100;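 active means activation above the run cutoff, the mean activation of all test compounds plus 3 SD, cut at about 18% in these data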
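System – CHO-K1 hM5 cells · Compound – 3 µM, single dose · Incubation – compound preincubation 140 s before EC20 acetylcholine addition · Technique – Fluo-8 calcium fluorescence · Measure – Max/basal fluorescence ratio as % of EC20–EC100 ACh window · Benchmarks – low control EC20 acetylcholine (0%), high control EC100 acetylcholine (100%) · Replication – singlicate, one well per test compound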
CHRM1 PAM – positive allosteric modulators of human M1 muscarinic receptor | P11229 | CHO-K1 hM1, Fluo-8 calcium fluorescence, ACh EC20; 0% = ACh EC20, 100% = maximal ACh | activation, % at 3 µM | 360,000 compounds, 0.088% hits | AID 588819; in the data active means activation above about 19%, passing the limit was not always enough
Target sequence (P11229 whole entry, looked up): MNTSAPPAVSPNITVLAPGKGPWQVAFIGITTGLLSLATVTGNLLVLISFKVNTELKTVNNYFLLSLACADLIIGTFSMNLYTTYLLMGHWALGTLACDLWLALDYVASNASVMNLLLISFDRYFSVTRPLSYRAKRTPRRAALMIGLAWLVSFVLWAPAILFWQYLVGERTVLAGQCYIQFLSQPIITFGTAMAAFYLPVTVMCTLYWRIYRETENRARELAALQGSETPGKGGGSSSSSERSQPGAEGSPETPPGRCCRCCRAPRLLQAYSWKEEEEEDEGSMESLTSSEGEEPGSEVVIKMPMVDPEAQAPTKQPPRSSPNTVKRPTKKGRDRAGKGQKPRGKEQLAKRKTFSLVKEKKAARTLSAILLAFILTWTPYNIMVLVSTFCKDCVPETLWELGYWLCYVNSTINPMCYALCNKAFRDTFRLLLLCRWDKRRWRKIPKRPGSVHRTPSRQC
CHRM4 agonist – agonists of human muscarinic M4 receptor (CHRM4); CHO-K1 hM4/Gqi5, Fluo-8 calcium fluorescence; vehicle 0%, full acetylcholine response 100%; activation, % at 3 µM; 360,000 compounds, 0.14% hits;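 active means activation above the run mean over all test wells plus 3 SD, cut at about 32% in these data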;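 further: peak over basal fluorescence ratio per well then scaled between controls; 0% = DMSO wells and 100% = acetylcholine at EC100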
CHRM5 agonist – CHRM5 agonism in calcium assay. 360,000 compounds, 0.19% hits. P08912. CHO-K1 hM5 cells, Fluo-8 calcium fluorescence; 0% DMSO wells, 100% maximal acetylcholine response. activation, % at 3 µM. AID 624037;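 active means activation above the run's mean over test compounds plus 3 SD, cut at about 23% in these data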;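 further: signal is peak over basal fluorescence ratio across the kinetic read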
M1 antag – blocks human M1 muscarinic receptor. P11229. CHO-K1 hM1, Fluo-8 calcium fluorescence, ACh EC80 antagonist. 360,000 compounds, 1.3% hits. inhibition, % at 3 µM;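 active means percent inhibition above its own plate's cutoff, namely the mean of that plate's compound wells plus 3 SD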;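 further: peak over basal fluorescence ratio during 140 s after agonist addition; 0% = ACh EC80 plus DMSO and 100% = DMSO alone without agonist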
The depositor's hits bear a star; · = no result given.

Structure,CHRM5 antagonist,CHRM4 antagonist,CRFBP-R2 agonist,CHRM4 PAM,M5 PAM,CHRM1 PAM,CHRM4 agonist,CHRM5 agonist,M1 antag
COc1ccc(C2C(C(=O)N3CCN(C)CC3)c3cc(OC)c(OC)cc3C(=O)N2C)cc1 (centres undefined),13,-3,-0.7,1,-10,13,1,-1,-15
CC(=O)Nc1ccc(S(=O)(=O)N(C#N)c2nc(N(C)C)nc(N(C)C)n2)cc1,-3,-1,-3.0,6,7,10,0,4,-7
N#Cc1nc(COc2ccc(Cl)cc2)oc1NCc1ccc2c(c1)OCO2,7,3,3.0,-12,-48,-5,5,-10,2
CCOc1ccc(-c2[nH]nc3c2C(c2ccc(O)cc2)C(C#N)=C(N)O3)cc1 (centres undefined),-9,-4,-3.5,4,8,4,1,-1,-12
O=C(NCC(=O)N1CCCC(C(F)(F)F)C1)c1ccccc1Br (centres undefined),0,-13,2.0,8,4,14,1,3,-8
CC1CCN(CCCNC(=O)CN2C(=O)CSc3ccc(S(=O)(=O)N4CCOCC4)cc32)CC1,2,1,-1.7,-1,-2,2,0,-6,0
Cc1[nH]nc(NNC(=O)c2ccccc2)c1[N+](=O)[O-],-10,4,-0.5,-4,9,11,0,0,-13
O=C(Nc1ccnn1C1CCN(Cc2ccc(O)c(Cl)c2)CC1)C1CCCC1,4,6,1.5,-8,1,1,0,-3,-4
O=c1oc(CCCO)cc2ccc(C#Cc3cccnc3)cc12,0,-14,-0.1,3,-5,3,6,5,-8
CCOc1ccccc1OCCCC(=O)Nc1ccc(Cl)c(S(=O)(=O)N2CCOCC2)c1,6,7,-2.1,-6,-9,-2,10,2,12
Cc1cccc(NC(=O)CCC2CCN(C(=O)c3ccc(C)s3)CC2)c1,7,1,-6.2,-3,-5,-4,2,0,7
O=C(Cc1cccc(C(F)(F)F)c1)Nc1ccccc1N1CCCC1,-5,-1,0.3,0,13,3,0,-6,-5
Nc1nc(-c2ccc(Cl)cc2)nc(-c2ccc(Cl)cc2)n1,5,1,8.9,22,-5,4,1,-3,-32
Cc1cc2c(cn1)C(CCC#N)(CCC#N)c1ccccc1-2,13,-2,-1.2,-7,1,7,0,4,-16
CC(C)=CCN1CCN(Cc2cc(F)ccc2-n2nc(C)cc2C)CC1CCO (centres undefined),0,2,0.1,-3,-1,-4,0,-10,-2
CC1=C[C@@H](C)[C@@H](c2ccccc2)OC1=O,20,7,-6.5,-3,0,-1,0,0,7
CC(=O)c1c(C)c2c(n1CCN(C)C)CCCC2,5,-2,62*,5,2,8,1,-7,-8
CCOc1ccc(C2C(C(=O)/C=C/c3ccco3)=C(O)C(=O)N2CCN2CCOCC2)cc1OC (centres undefined),6,-1,1.0,4,3,7,1,0,-8
C/C(=N\Nc1cccc([N+](=O)[O-])c1)c1cc(F)ccc1O,7,-2,2.6,-17,-11,-9,2,-6,14
O=C(O)C1CC(=O)N(C2CCCCCC2)C1 (centres undefined),1,1,-2.0,2,3,9,0,-2,-10
COCCOc1cc(-n2ccnc2SC)c(Cl)cc1Cl,9,2,1.9,9,3,0,2,-3,0
Cc1c(N=C2NC(=O)C(CC(=O)Nc3ccccc3)S2)c(=O)n(-c2ccccc2)n1C (centres undefined),-2,-3,-0.2,0,0,3,1,0,5
CCNC(=O)N1C(CC(=O)OCC)C(=O)NC2CCCCC21 (centres undefined),0,6,-1.8,-4,-3,1,0,2,-19
CN(CC(=O)Nc1ccc(F)cc1)C(=O)CN1C(=O)NC2(CCCc3ccccc32)C1=O (centres undefined),6,1,-0.2,-2,0,3,1,1,6
CCOc1cc(/C=N/NC(=O)C(=O)NCc2ccc3c(c2)OCO3)ccc1OCC(=O)N1CCOCC1,1,4,0.1,-4,-3,-1,5,-6,1
CCSc1nc2c(sc3ccccc32)c(=O)n1C(C)C,-3,6,0.2,7,2,-3,-1,-1,3
O=C(O/C(=C/c1ccccc1)C(F)(F)F)c1ccccc1,14,-1,3.9,2,-2,-8,0,0,13
COc1ccc2[nH]c3c(=O)n4c(nc3c2c1)SCCC4,-7,-3,13,1,8,5,0,4,0
Cc1ccc(-c2ccc(=O)n(CC(=O)NCCN3C(C)CCCC3C)n2)cc1 (centres undefined),-8,0,0.2,4,8,-5,-2,-7,7
Cn1c(N/N=C/c2cccs2)cc(=O)n(C)c1=O,1,-7,0.3,12,-1,9,1,0,-18
O=C(NCc1ccc(F)cc1)c1cc(-c2ccncc2)nc2ccccc12,15,1,-1.1,-8,-8,-6,19,-1,10
COc1ccc(-n2c(Cc3ccccc3)nnc2SCc2ccc([N+](=O)[O-])cc2)cc1,5,-6,0.7,4,-4,-4,1,-3,-3
NC(=O)C1(N2CCCCC2)CCN(C(=S)NC2CCCC2)CC1,7,-14,-1.8,-4,-12,-1,8,3,3
Cc1cc(OCC(=O)NCc2ccccn2)c2c(C)c(C)c(=O)oc2c1,-1,-3,-3.1,6,9,1,2,0,0
Cc1ccc(-c2cnc(C(O)c3ccc(Cl)cc3C)[nH]2)cc1 (centres undefined),0,4,·,7,5,3,2,2,-13
COC(=O)c1ccc(CNC(=O)c2ccc3c(c2)OCCO3)cc1,17,11,-0.4,-3,-3,2,0,-2,1
CC(C)C[C@@H]1COc2cc(N3CCSCC3)ccc2S(=O)(=O)N1,1,-7,·,2,-5,·,1,2,·
COc1ccc(OCCCC(=O)Nc2ccc3c(c2)OCCO3)cc1,-3,-7,-0.7,-7,0,0,2,4,2
COc1ccc(N2CCN(CCNS(=O)(=O)c3cccc4nsnc34)CC2)cc1,1,-6,-0.3,1,-3,-1,5,-3,2
CCOCCCn1c(SC(C)C(=O)NCC2CCCO2)nc2sc(C)c(C)c2c1=O (centres undefined),7,6,0.9,4,-2,-5,1,1,16
O=C(COC(=O)CCC1CCCC1)Nc1ccc(F)cc1,8,10,0.6,0,2,0,2,3,-6
CC(=O)NS(=O)(=O)c1ccccc1,-3,-18,-0.1,9,0,7,0,4,-3
COc1ccc(NC(=O)c2ccccc2-c2ccccc2)cc1,7,5,-1.4,6,0,12,0,-3,-7
O=C(O)CCc1nnc(SCC(=O)Nc2ccc(Br)cc2)[nH]c1=O,24,-1,1.8,-9,-14,-9,16,-1,11
O=C(O)CCC(=O)N(Cc1ccco1)C1CC(=O)N(c2ccccc2)C1=O (centres undefined),1,-2,-0.8,5,5,3,0,1,-3
N#CCC(=O)N/N=C\c1cccc(OC/C=C/c2ccccc2)c1,-1,3,1.6,6,-10,2,6,-3,-6
COc1cc2c(cc1OC)CN(CC(=O)Nc1cccc([N+](=O)[O-])c1)CC2,3,0,-2.0,0,-1,12,2,-4,-18
CCN(CC)Cc1c[nH]c2c(C(=O)OC)cccc12,5,-8,3.5,-1,-1,16,0,2,-1
O=C(O)c1ccc(CS(=O)c2cccc(C(F)(F)F)c2)o1 (centres undefined),-12,9,-1.8,-1,3,13,0,4,-13
COc1ccc(NC(=O)Cn2nnc(C(=O)NCc3ccco3)c2N)cc1,-1,9,-0.1,10,4,15,-1,-3,-13
CCCCn1c(N)c(N(CCOC)C(=O)c2oc3ccc(OC)cc3c2C)c(=O)[nH]c1=O,-12,3,-0.3,1,2,1,0,-3,6
Cc1cc(Cl)ccc1OCC(=O)N[C@@H](Cc1ccccc1)c1nc2ccccc2[nH]1,9,0,1.3,4,-1,7,0,-1,-4
Cc1ccc(NC(=O)c2ccc3c(c2)[nH]c(=O)n3C(C)C)cc1,28*,1,-0.4,-9,-16,5,5,-1,-3
CCCCS(=O)(=O)N1CCC(C(=O)NCC2CCCO2)CC1 (centres undefined),-7,3,-1.0,-1,-13,1,2,5,-4
CCCCn1c(Cc2ccccc2)nnc1SCC(=O)Nc1cc(C)on1,-6,0,-0.1,3,6,3,0,-2,2
O=C(CCN1CCN(c2ccccc2)CC1)Nc1ccc(OCc2ccccc2)cc1,-11,-1,0.8,2,4,6,4,3,-3
COc1ccc(C(=O)Nc2ccc(S(=O)(=O)N3CCOCC3)cc2)cc1,7,0,1.4,-3,-3,8,3,0,-5
Cc1ccc(S(=O)(=O)Oc2ccccc2/C=N/NC(=O)c2nn(C)cc2[N+](=O)[O-])cc1,6,6,-1.9,-11,-11,1,8,0,-3
Cc1ccc(C2Nc3ccc4ccccc4c3C3=C2C(=O)CC(C)(C)C3)o1 (centres undefined),-3,-9,-1.0,9,-1,0,8,4,6
O=C(O)c1cccc(N2CCCC2=O)c1,-6,5,-0.8,13,-3,7,0,1,-15

Only CHRM5 agonist and CHRM4 antagonist, for two of the compounds above:
smiles,CHRM5 agonist,CHRM4 antagonist
Cc1ccc(S(=O)(=O)Oc2ccccc2/C=N/NC(=O)c2nn(C)cc2[N+](=O)[O-])cc1,0,6
CCCCS(=O)(=O)N1CCC(C(=O)NCC2CCCO2)CC1 (centres undefined),5,3

(cont.)
Structure,CHRM5 antagonist,CHRM4 antagonist,CRFBP-R2 agonist,CHRM4 PAM,M5 PAM,CHRM1 PAM,CHRM4 agonist,CHRM5 agonist,M1 antag
Cc1ccc(CNC(=O)CCCc2c[nH]c3ccccc23)cc1,-6,1,-0.5,-2,11,8,2,0,-7
CC(C)c1ccccc1NC(=S)NC(C)c1ccccc1 (centres undefined),-13,-9,0.2,5,8,1,0,-4,3
Cc1ccccc1Nc1nc(N)nc(COC(=O)c2cccc(S(=O)(=O)N(C)C)c2)n1,6,1,-1.1,-3,-10,-8,10,4,14
CC1(C(=O)NS(=O)(=O)c2cccc(F)c2)CCN1C(=O)c1ccccc1 (centres undefined),13,-7,·,2,-1,14,1,1,-13
COc1ccccc1-c1ocnc1C(=O)N1CCN(C(=O)C(c2ccccc2)c2ccccc2)CC1,11,3,0.4,-1,2,2,3,1,-1
Cc1cc(C)c(C)c(S(=O)(=O)N2CCSCC2)c1C,-1,1,-4.9,-1,4,-1,-2,-4,-4
CC1CCc2c(sc3ncn(CCO)c(=O)c23)C1 (centres undefined),8,4,0.2,-9,-3,-6,12,2,14
CC(C)(C)c1ncc(S(=O)(=O)c2ccc(C(F)(F)F)cn2)c(N)n1,8,-5,1.9,-2,-2,2,1,2,-2
CCOC(=O)C1=C(C)n2c(s/c(=C3\C(=O)Nc4ccccc43)c2=O)=NC1c1ccc(OC)cc1 (centres undefined),8,0,-2.6,3,-1,2,0,0,-7
Cc1ccc(C(=O)Nc2nc3ccccc3c(=O)s2)cc1,0,6,0.1,2,2,2,2,2,0
COc1ccccc1CC(NC(C)=O)C(=O)NC1CCN(C(=O)NCc2ccccc2)CC1 (centres undefined),14,4,4.0,3,-5,11,1,-1,-17
Cc1ccc(Cc2c(-c3cccc(Cl)c3)nc3ccc(C)cn23)cc1,13,-5,·,-1,-2,2,-1,0,-29
CCOc1ccc(Br)cc1C1C(C(=O)OC)=C(N)Oc2cc(N(C)C)ccc21 (centres undefined),-6,1,21,7,4,9,-1,-3,-14
O=C1C=C(NC(=O)Nc2ccc(Cl)c(Cl)c2)CCC1,23,18,1.1,-10,-18,-12,11,6,13

High-throughput results: PubChem BioAssay, several laboratories
